HTT cytoprotect: protects HTT-Q103 PC12 cells, measured by ATP; PC12 HTT-Q103 induced, cytoprotection, ATP luminescence, 40 h; Potency, µM (doses to about 56.4 µM), for inactives: cytoprotection (ATP increase), usual class: activators; 0.14% of 230,000 active; AID 1471;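 further: % of control where 0% means no effect; nearly all actives have a fitted effect of over 45% in size; toxic huntingtin expression switched on by the ecdysone agonist tebufenozide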
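Huntington model: PC12 line, ecdysone-inducible HTTQ103 exon1–GFP, tebufenozide 100 nM. Test articles in a dose series. Endpoint luminescence from cellular ATP.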
KDM4E inh: blocks human JMJD2E demethylase activity | 1.6% of 230,000 active | JMJD2E catalytic domain, FDH-coupled NADH fluorescence (FDH is formaldehyde dehydrogenase) | B2RXH2 | Potency, µM (highest dose often 57.1 µM), without a hit: at the highest dose activity change, negative = inhibition, hits mostly inhibitors; active means well fitted inhibition curve with a large enough effect, not every such curve was filed as active; inconclusive means small, poorly fitted or top-dose-only effect, or another doubt; inactive means no such curve, though single readings can be large or run the other way;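 further: 0% = wells with enzyme and -100% = buffer wells without enzyme; nearly all actives have a fitted effect of over 50% in size; many of its hits are not listed in these tables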
Target sequence (B2RXH2 1-337 limits assumed): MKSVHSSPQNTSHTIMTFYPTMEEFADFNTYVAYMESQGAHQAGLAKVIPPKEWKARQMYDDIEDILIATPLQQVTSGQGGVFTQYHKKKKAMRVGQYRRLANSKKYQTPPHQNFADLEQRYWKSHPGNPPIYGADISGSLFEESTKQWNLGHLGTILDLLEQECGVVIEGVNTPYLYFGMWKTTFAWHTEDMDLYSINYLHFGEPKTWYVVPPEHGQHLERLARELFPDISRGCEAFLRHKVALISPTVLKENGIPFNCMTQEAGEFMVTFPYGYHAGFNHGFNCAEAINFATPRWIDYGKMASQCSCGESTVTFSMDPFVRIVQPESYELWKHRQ
ALDH1A1 block: ALDH1A1 (human) enzyme inhibition; AID 1030; Purified ALDH1A1, NADH fluorescence, propionaldehyde substrate; P00352; 7.3% of 220,000 active; Potency, µM (titrated, usually from 75.3 µM), for the others: top-dose activity, negative = inhibition, hits mostly inhibitors; active means well fitted inhibition curve with a large enough effect, not every such curve was filed as active; inconclusive means small, poorly fitted or top-dose-only effect, or another doubt; inactive means no such curve, though single readings can be large or run the other way;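 further: plate controls were no enzyme wells and a reference inhibitor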
Target sequence (P00352 whole entry, looked up): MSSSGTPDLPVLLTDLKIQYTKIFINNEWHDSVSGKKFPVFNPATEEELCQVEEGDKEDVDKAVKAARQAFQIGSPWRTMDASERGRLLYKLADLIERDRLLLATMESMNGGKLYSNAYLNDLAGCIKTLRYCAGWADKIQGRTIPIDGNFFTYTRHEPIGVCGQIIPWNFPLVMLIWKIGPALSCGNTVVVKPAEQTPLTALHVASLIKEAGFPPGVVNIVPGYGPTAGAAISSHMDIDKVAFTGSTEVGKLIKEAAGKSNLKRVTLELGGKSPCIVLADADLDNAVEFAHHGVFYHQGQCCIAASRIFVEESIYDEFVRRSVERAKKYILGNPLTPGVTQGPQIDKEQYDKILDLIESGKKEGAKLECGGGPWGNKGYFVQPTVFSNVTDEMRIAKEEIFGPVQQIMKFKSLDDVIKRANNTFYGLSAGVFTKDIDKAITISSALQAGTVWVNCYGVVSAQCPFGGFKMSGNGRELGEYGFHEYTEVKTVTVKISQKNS
HttQ103 aggreg: inhibitors of mutant huntingtin aggregate formation in PC12 cells; Potency, µM (doses to about 46.1 µM), inactives show top-dose activity change, negative = inhibition, most hits filed as inhibitors; 1.1% of 220,000 active; AID 1688; PC12 HttQ103-GFP aggregates, Acumen cytometry, 40 h; further: on the % scale 0 is the no-effect control and ±100 the full control effect; nearly all actives have a fitted effect of over 60% in size
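PC12 cells with ecdysone-inducible HTT exon1 Q103-GFP, induced by 100 nM tebufenozide, given compounds in a concentration series. GFP aggregates (1–25 um, 6 SD above background) counted in lysates by laser-scanning cytometry, 488 nm excitation.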
Tau fluor cs: counter-screen for tau fibril formation inhibitors; tau K18 P301L Alexa594 fluorescence, heparin fibrillization; Potency, µM (highest dose often 57.7 µM), for the others: at the highest dose activity change, negative = decrease; 0.93% of 280,000 active; further: on the % scale 0 is the no-effect control and ±100 the full control effect; nearly all actives have a fitted effect of over 55% in size
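Human tau K18 P301L (15 uM unlabeled, 0.24 uM Alexa 594-labeled) in 100 mM sodium acetate pH 7 with 20 uM heparin, 6 hr at 37 C. ThT 30 uM added, 1 hr ambient; Alexa 594 FP and total fluorescence read at 555/632 nm.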
SMN2 splice up: enhancers of SMN2 splice variant expression. AID 1458. 2.8% of 210,000 active. HEK293 SMN2-luciferase splicing reporter, luminescence, 30-36 h. Potency, µM (doses to about 46.1 µM), without a hit: top-dose activity change, positive = activation, most hits filed as activators; further: % of control where 0% means no effect; nearly all actives have a fitted effect of over 55% in size
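qHTS luciferase splicing reporter: luminescence rises when SMN2 exon 7 is included in transfected HEK293 cells. Compound exposure lasted 30-36 h at 37C, with 4.5 mM final sodium butyrate as control, followed by a ONE-Glo read.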
Tau fibril FP: blocks human tau fibril formation measured by polarization; P10636; K18 P301L tau heparin fibrillization, Alexa594 FP, 6 h; Potency, µM (titrated, usually from 57.7 µM), without a hit: at the highest dose activity, negative = inhibition, most hits filed as inhibitors; 0.39% of 280,000 active; further: on the % scale 0 is the no-effect control and ±100 the full control effect; nearly all actives have a fitted effect of over 55% in size
Target sequence (P10636 561-689 P618L limits assumed): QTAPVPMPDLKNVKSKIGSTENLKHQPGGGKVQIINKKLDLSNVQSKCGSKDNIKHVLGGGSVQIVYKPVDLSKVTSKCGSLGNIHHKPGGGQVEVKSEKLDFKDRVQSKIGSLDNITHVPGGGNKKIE
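Human tau K18 […] P301L fragment, 15 uM unlabeled plus 0.24 uM Alexa 594-labeled tau (final), with compound and 20 uM heparin in 100 mM sodium acetate pH 7; 6 hr at 37 C, then Alexa 594 FP read.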
Tau fibril ThT: inhibitors of human tau fibril formation, thioflavin T binding. recombinant tau K18 P301L (four-repeat tau fragment), heparin-induced fibrillization, ThT fluorescence. Potency, µM (titrated, usually from 57.4 µM), inactives show top-dose activity, negative = inhibition, usual class: inhibitors. 2.1% of 270,000 active; further: on the % scale 0 is the no-effect control and ±100 the full control effect; nearly all actives have a fitted effect of over 55% in size
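Heparin-induced (20 uM) aggregation of recombinant human K18 P301L tau, 15 uM unlabeled with 0.24 uM labeled, pH 7 acetate buffer, 6 hr at 37 C with compound. Fibrils quantified by 30 uM ThT fluorescence after 1 hr ambient incubation.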
* marks the source's active call; other numbers are inactive results; ? = inconclusive; . = not tested or not shown; & = joins results of further samples; [ ] = another dose, or the depositor's remark. Unless noted, the call rests on the fitted dose curve; in most records, active means well fitted curve in the direction sought with a large enough effect; inconclusive means small, poorly fitted or top-dose-only effect, or another doubt; inactive means no such curve, though single readings can be large; an effect the other way counts as inactive or inconclusive. Potency means the concentration at half of the fitted maximal effect. An excerpt; the hit share may differ from the screen's.

SMILES	HTT cytoprotect	KDM4E inh	ALDH1A1 block	HttQ103 aggreg	Tau fluor cs	SMN2 splice up	Tau fibril FP	Tau fibril ThT
CCNC(=O)Cc1ccc(NS(=O)(=O)c2ccc(F)cc2)cc1	-17%	3%	6%	9%	-8%	-6%	-1%	1%
CC(C)C(NC(=O)c1ccccc1F)C(=O)Nc1ccc2c(c1)OCO2 (stereo unspecified)	-14%	8%	6%	?	-16%	26%	3%	?
COc1ccc(C(=O)Oc2c(Sc3ccc(C)cc3)c(C)nn2C(C)(C)C)c(OC)c1	.	.	.	.	-14%	-17%	-5%	-14%
CCOc1ccc(C(=O)NCCCn2ccnc2)cc1	-4%	6%	12%	-13%	0%	25%	2%	-2%
CN(CCO)S(=O)(=O)c1ccc2c(c1)C(=NO)c1cc(S(=O)(=O)N(C)CCO)ccc1-2	-7%[10 µM]	?	?	-1%[9.22 µM]	-11%	.	5%	-13%
S=c1[nH]nc(-c2ccc(Br)cc2)n1Cc1ccccc1	1%[10 µM]	?	?	-4%[9.22 µM]	-18%	4%	7%	-14%
N#CCNc1ccc([N+](=O)[O-])cc1C#N	21%[10 µM]	3%	.	-7%[9.22 µM]	-6%	.	10%	.
COc1ccc(CCC(=O)Nc2ccc(N3CCOCC3)cc2)cc1	-21%	-1%	1%	3%	-15%	-4%	-10%	?
Cc1ccc(-n2ncc3c(NCc4ccco4)ncnc32)cc1C	-62%[inhibitor]	?	?	0.005µM*	?	16µM*	-14%	-11%
O=C(OC(C(=O)NCc1cccs1)c1ccccc1Cl)c1ccco1 (stereo unspecified)	-5%	-1%	-12%	3%	-5%	2%	-16%	4%
COc1ccc(C2Nc3ccccc3C(=O)N2c2ccc(Cl)cc2)cc1Cn1cc([N+](=O)[O-])cn1 (stereo unspecified)	2%[10 µM]	?	-2%	-19%	?	10%[1.84 µM]	0%	-10%
C/C(Cc1ccccc1)=N\NC(=O)CNC(=O)c1ccc(Cl)cc1	-8%[10 µM]	22%	5%	1%[9.22 µM]	0%	.	6%	-5%
Cc1cc(C)c2nc(SC(C)C#N)cc(C)c2c1 (stereo unspecified)	0.63µM*	5%	-4%	-16%	-12%	-17%	-4%	?
CN(C)CCNC(=O)Cn1nc(C(F)F)cc1C1CC1	-4%[0.074 µM]	10%	9%	-24%	3%	18%	-2%	-5%
Cc1ccc(CN(Cc2ccco2)C(=O)COc2c(C)cc(C)cc2C)cc1	.	.	.	.	-12%	-10%	-9%	?
COc1ccccc1NC(=S)NC(=O)/C=C/c1cccs1	-14%	-17%	?	-1%	?	3%	?	?
CC1(C)CC(NC(=O)c2ccccc2C(=O)NC2CC(C)(C)NC(C)(C)C2)CC(C)(C)N1	-26%	9%	2%	16%	-6%	2%	-5%	-9%
O=C(Oc1ccccc1Cl)c1ccccc1P(=O)(O)O	-2%	-2%	2%	-7%	-9%	6%	-1%	-12%
COc1ccccc1NC(=S)NNC(=O)c1ccccc1Br	1%[10 µM]	11%	?	-3%	3%	5µM*	6%	-14%
Cc1cc(=O)oc2cc(OC(C)C(=O)Nc3nccs3)ccc12 (stereo unspecified)	-1%[0.074 µM]	?	?	5%	-1%	23%	3%	-4%
CSc1cccc(CNC(=O)CC2C(=O)NCCN2CC(C)(C)C)c1 (stereo unspecified)	1%[10 µM]	?	?	-6%[9.22 µM]	-5%	.	-11%	-15%
CS(=O)(=O)Nc1ccc(C(=O)N2CCc3ccccc3C2)cc1	14%[10 µM]	-4%	-5%	1%[9.22 µM]	-15%	.	-4%	-9%
Cc1ccc2cc(C#N)c(NCCCNC(=O)C3CCCO3)nc2c1 (stereo unspecified)	-5%	?	?	-8%	-2%	.	7%	-1%
CCCCOC(=O)Nc1ccc(S(=O)(=O)Nn2cnnc2)cc1	14%	-3%	6%	16%	4%	4%	-3%	1%
COc1ccc(C2Nc3ccccc3C(=O)N2Cc2ccccc2)cc1CN1CCOCC1 (stereo unspecified)	-4%[10 µM]	?	?	1%[9.22 µM]	2%	.	4%	-2%

The list goes on, overlapping the part above by three compounds.
SMILES	HTT cytoprotect	KDM4E inh	ALDH1A1 block	HttQ103 aggreg	Tau fluor cs	SMN2 splice up	Tau fibril FP	Tau fibril ThT
Cc1ccc2cc(C#N)c(NCCCNC(=O)C3CCCO3)nc2c1 (stereo unspecified)	-5%	?	?	-8%	-2%	.	7%	-1%
CCCCOC(=O)Nc1ccc(S(=O)(=O)Nn2cnnc2)cc1	14%	-3%	6%	16%	4%	4%	-3%	1%
COc1ccc(C2Nc3ccccc3C(=O)N2Cc2ccccc2)cc1CN1CCOCC1 (stereo unspecified)	-4%[10 µM]	?	?	1%[9.22 µM]	2%	.	4%	-2%
O=C(NCCc1ccccn1)C1CC(=O)N(Cc2ccccc2Cl)C1 (stereo unspecified)	3%	2%	?	12%	-3%	-5%	-4%	-2%
Oc1ccccc1-c1cc(C(F)(F)F)[nH]n1	-17%[10 µM]	-4%	.	-23%[9.22 µM]	-3%	.	-6%	.
COc1nc(N)c(S(=O)(=O)c2ccccc2)cc1C#N	7%[10 µM]	?	-1%	14%	-7%	-12%	3%	-7%
Cc1nnc(SCCOc2ccccc2)s1	-31%	4%	?	23%	-9%	12%	4%	-9%
CN(C(=O)CSc1ncnc2sc(-c3ccccc3)cc12)C1CCS(=O)(=O)C1 (stereo unspecified)	-6%[10 µM]	?	?	?	-16%	-47%[inhibitor]	4%	-8%
Cc1ccccc1CSc1ccc2nnc(-c3ccccn3)n2n1	-41%[inhibitor]	-20%	-12%	-10%	-9%	-18%	3%	-12%
CCCNc1cc(C)oc(=O)c1C(=O)CC	-20%	3%	4%	-27%	-1%	-15%	0%	-4%
C#CCOc1c(Br)cc(C2C(C(=O)OC)=C(C)NC3=C2C(=O)c2ccccc23)cc1OCC (stereo unspecified)	.	.	.	.	3.5µM*[quencher]	-5%	?	6.3µM*
CCCCC[C@H](O)/C=C/[C@@H]1[C@@H](C/C=C\CCCC(=O)O)[C@@H](O)C[C@H]1O	?	-4%&22%	2%&-4%	-24%&-1%	-9%&-6%	11%&-17%	0%&-4%	-13%&-1%
CC(C)NC(=O)COc1ncnc2sccc12	-7%	-1%	9%	?	0%	-11%	2%	2%
Cc1nc2ccc(NC(=O)Cc3ccccc3F)cc2s1	3%	1%	3%	17%[9.22 µM]	-5%	11µM*	1%	2%
C=CCn1c(SCC(=O)N2CCCC2)nc2cc(C(=O)NCC3CCCO3)ccc2c1=O (stereo unspecified)	-17%[0.074 µM]	-8%	?	2%	-6%	4%	-5%	-5%
CCc1ccccc1NC(=O)NC1CC2CCC(C1)N2Cc1ccco1 (stereo unspecified)	-1%[10 µM]	5%	1%	-6%[9.22 µM]	11%	-8%	4%	6%
Cc1cc(C)c2c(NC(=O)c3ccccc3Cl)c(C(=O)Nc3ccc(C)c(C)c3)sc2n1	.	.	.	.	-18%	-9%	?	6%
O=C1CCC(/C=C/c2ccccc2)=NN1Cc1ccccc1	-36%[inhibitor]	?	-1%	0%	-5%	0%	8%	-13%
OC1(c2ccc(Br)cc2)CCNCC1	-18%[0.074 µM]	0%	7%	14%	-2%	24%	-4%	-10%
CC(CCc1ccccc1)NC(=O)Cc1cccs1 (stereo unspecified)	3%[10 µM]	-1%	-7%	-3%[9.22 µM]	-15%	.	0%	-17%
COc1ccc(NC(=O)CN(C)S(=O)(=O)c2ccc(C)cc2)c([N+](=O)[O-])c1	1%[10 µM]	10%	10%	27%	-9%	.	-9%	-2%
Nc1nc(-c2c[nH]c3ccccc23)cs1	-14%	?	7.9µM*	-8%	16µM*[quencher]	?	?	16µM*
O=c1[nH]c2cc(Cl)ccc2c(O)c1-c1ccc(Oc2ccccc2)cc1	-8%[1.9 µM]	-8%	-2%	.	-6%	-9%	-3%	-3%
O=C(c1cccnc1)N(Cc1ccccc1)C1(C(=O)Nc2ccccc2)CCCCC1	-28%[10 µM]	2%	5%	-25%	3%	19%	2%	-1%
O=C(c1ccc2c(c1)OCO2)N1CCNc2ccccc2C1	-33%	6%	-8%	-9%	3%	1%	1%	-3%
CCOC(=O)C(=O)Nc1nnc(C2CCCCC2)s1	11%	-3%	32µM*	19%	1%	11%	12%	-3%
CCCOc1ccc(N2C(=O)CC(N3CCN(C(=O)c4ccco4)CC3)C2=O)cc1 (stereo unspecified)	-1%[10 µM]	-2%	?	16%	-1%	10%	5%	-5%
COc1ccccc1/C=N/NC(=O)C1=NNC(c2ccccc2)(c2ccccc2)C1	12%[10 µM]	?	?	1%	-12%	-2%	-2%	?
SMILES	HTT cytoprotect	KDM4E inh	ALDH1A1 block	HttQ103 aggreg	Tau fluor cs	SMN2 splice up	Tau fibril FP	Tau fibril ThT
O=C(COC(=O)c1cnccn1)c1cccc([N+](=O)[O-])c1	14%[10 µM]	0%	.	25%[9.22 µM]	-5%	.	-5%	-6%
COc1ccc2nc(C)cc(SCC(=O)N3CCCCC3)c2c1	22%[10 µM]	-25%	?	28%[9.22 µM]	-10%	-20%	?	-15%
CCOC(=O)Nc1nn(-c2ccc(C)cc2)c(=O)c(C#N)c1C	-5%	-6%	0%	3%	-11%	-6%	-7%	-11%
CC1=NN(Cc2ccccc2)C(=O)/C1=C\c1ccc(N(C)C)cc1	9%[10 µM]	-7%	14µM*	19%	-23%	7%	-1%	20µM*
Cc1ccc(-c2nnc3n2N=C(c2ccccc2)CS3)cc1	1%	-2%	?	9%	1%	-5%	2%	0%
CCCCNC(=O)CSc1nc2cc3c(cc2c(=O)n1CCCN(CC)CC)OCO3	19%	?	3%	2%	11%	-19%	5%	3%
O=C(N/N=C/c1ccc([N+](=O)[O-])o1)c1ccc(NS(=O)(=O)c2cccs2)cc1	1%[10 µM]	2%	.	-16%[9.22 µM]	-28%	.	6%	?
Cc1ccc(C)c(OCC(=O)Nc2ccc(N3CCOCC3)cc2)c1	32%[10 µM]	-2%	9%	25%[9.22 µM]	-23%	.	1%	?
COc1ccc(/C=N\NC(=O)COc2ccccc2)c(C(=O)O)c1OC	19%[10 µM]	-28%	6%	-27%	0%	14%	-9%	-5%
N#Cc1c(Nc2ccccc2)s[nH]c1=O	-31%[10 µM]	-1%	.	-17%[9.22 µM]	?	.	16µM*	.

From PubChem BioAssay
